MgcRacGAP inhibition: MgcRacGAP GTPase-activating activity inhibitors, confirmation, biochemical, ADP Hunter fluorescence; MgcRacGAP-stimulated Rac1 GTP hydrolysis, ADP Hunter fluorescence; higher % means a stronger effect; GST-tagged Rac1 F28L mutant substrate; 0.6% of 340,000 active; inhibition, % at 30 µM; hits with a dose series show IC50 in µM; AID 624330;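 active = first-screen hits whose inhibition reached a set limit at any dose in the follow-up dose series; inconclusive = inhibition above the set first-screen limit but never retested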;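 also: fluorescence reports GDP produced by GAP-driven GTP hydrolysis; strong numbers were not always called active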
TNAP activators: stimulation of alkaline phosphatase TNAP activity – biochemical, luminescent, no phosphate acceptor, uHTS, primary screen (AID 1001). activation fold at 20 µM, or EC50 in µM where a hit was titrated. purified TNAP, luminescent activation assay, no phosphate acceptor; higher activation fold means a stronger effect. 0.03% of 200,000 active; in the data active = activation fold from about 3, or a potency from the dose series; inactive = the rest, 99 in 100 with activation fold below about 1.6; also: many of its hits are not listed in these tables
NTR1 ag: agonists of NTR1, primary screen, imaging, U2OS cells, beta-arrestin-GFP, high content (AID 493036) | P30989 | NTR1-U2OS beta-arrestin-GFP spot imaging, agonist mode | activation, % at 20 µM | 0.17% of 330,000 active;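 active = activation at or above 40% of the spot to cytoplasm intensity ratio, with at least 20 cells analyzed; inconclusive = wells under 20 cells, flagged as cytotoxic or low count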;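 also: 0% = DMSO without peptide and 100% = 100 nM NTR1 peptide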
Target sequence (P30989 whole entry, looked up): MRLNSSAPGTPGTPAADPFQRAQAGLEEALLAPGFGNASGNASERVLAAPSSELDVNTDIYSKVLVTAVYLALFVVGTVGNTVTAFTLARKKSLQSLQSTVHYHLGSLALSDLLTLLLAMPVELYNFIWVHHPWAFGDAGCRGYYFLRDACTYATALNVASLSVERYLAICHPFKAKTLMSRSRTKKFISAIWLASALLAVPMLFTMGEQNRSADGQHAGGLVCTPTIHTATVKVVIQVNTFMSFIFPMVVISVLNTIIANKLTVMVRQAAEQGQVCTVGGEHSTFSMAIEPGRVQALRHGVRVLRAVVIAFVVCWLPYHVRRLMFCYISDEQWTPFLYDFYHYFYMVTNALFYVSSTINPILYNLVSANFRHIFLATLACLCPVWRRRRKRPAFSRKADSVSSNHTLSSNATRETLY
K1F lysis inhibition: inhibition of K1F phage lysis, E. coli UTI89, bacterial capsule biogenesis inhibitors, alamar blue (AID 488966); 0.02% of 340,000 active; E. coli UTI89 K1F phage lysis, alamar blue, 2 h; higher % means a stronger effect; inhibition, % at 100 µM, or IC50 in µM where a hit was titrated;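 active = phage lysis inhibition, versus mean bacterial control, above a set limit; inconclusive = no clear call, values can overlap the other calls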;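 also: capsule biogenesis inhibitors block K1F phage lysis so surviving cells raise fluorescence; higher fluorescence means more inhibition of phage lysis; actives were called in the ten point dose series up to 300 µM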
Large T inhibition: SV40 large T antigen inhibitors, biochemical (AID 1903). 0.39% of 310,000 active. SV40 large T antigen ATPase/helicase inhibition assay; higher % means a stronger effect. inhibition, % at 20 µM; hits with a dose series show IC50 in µM; in the data active = a potency from the dose series; inconclusive = inhibition mostly from about 32% at the one dose, without a potency; inactive = the rest, 99 in 100 with inhibition below about 32%; also: strong numbers were not always called active
Myeloid diff 2: myeloid differentiation induction; 1% of 360,000 active; calls only at 10 µM; ER-HoxA9 myeloid progenitors, lysozyme-GFP differentiation, flow cytometry;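 active = normalized GFP-positive differentiation at or above the plate's own cutoff, the solvent-only control mean plus 3 SD; inconclusive = no clear call, values can overlap the other calls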;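 also: cells exposed to compound for four days before flow analysis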
RSV antiviral HEp-2: inhibition of RSV-induced cytopathic effect – HEp-2 cells, primary 10 µM value included (AID 2391). HEp-2 cells, RSV-induced CPE inhibition; higher % means a stronger effect. CPE inhibition, % at 10 µM, or IC50 in µM where a hit was titrated. 0.13% of 310,000 active; in the data active = a potency from the dose series; inconclusive = CPE inhibition mostly from about 23% at the one dose, without a potency; inactive = the rest, 99 in 100 with CPE inhibition below about 21%; also: strong numbers were not always called active
Salmonella PhoP GFP: PhoP-dependent GFP reporter repression – Salmonella Typhimurium, primary screen (AID 1863) | S. Typhimurium PhoP-regulated promoter GFP reporter, 4 h; higher % means a stronger effect | one-dose inhibition, % at 50 µM; IC50 in µM for titrated hits | 0.16% of 300,000 active;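 active = inhibition over 29.93%, a cutoff 3 SD above the screen mean, later confirmed by dose response; inconclusive = inhibition over 29.93% but no dose response follow-up; inactive = inhibition at most 29.93% or unconfirmed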;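 also: 0% = low Mg2+ inducing control and 100% = high Mg2+ repressing control; strong numbers were not always called active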
T cell modulator: T cell immune modulators affecting CD8 T cell-vesicle binding; 2C CD8+ T cell-vesicle binding, flow cytometry; stronger effect = lower value; calls only at 7 µM; 0.068% of 330,000 active; AID 2052;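 active = response, share of CD8 T cells binding vesicles, and their 90th percentile fluorescence all below set limits, cut at about 80% in these data, passing the limit was not always enough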
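Test system: purified 2C TCR transgenic mouse naive CD8+ T cells. Probe or stimulus: QL9-peptide-loaded Drosophila micro-vesicles bearing Ld, ICAM-1 and B7-1. Incubation: binding step 1.5 h, 37 °C, antibody labelling 20 min, ice. Measured by: flow cytometry of vesicle-bound cells.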
T cell modulator vesicle-bound %: also measured in T cell modulator; calls as there; double positive events, %; measured here: CD8+ vesicle-bound cell fraction;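 binding gate set so that unloaded-vesicle control wells show 10% double positive cells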
NTR1 ag cell count 20 µM: recorded beside NTR1 ag, whose call it bears; cell count; measured here: cell count, cytotoxicity flag
Myeloid diff 2 GFP+ MAC1+ %: recorded beside Myeloid diff 2, whose call it bears; GFP+ MAC1+ double positive, %; measured here: differentiation confirmed by MAC1 staining
* marks the source's active call; other numbers are inactive results; i = inactive; ? = inconclusive; . = no result given; + = active, no number; & = joins results of further samples; [ ] = dose if it differs, or a comment.

SMILES	MgcRacGAP inhibition	TNAP activators	NTR1 ag	NTR1 ag cell count 20 µM	K1F lysis inhibition	Large T inhibition	Myeloid diff 2	Myeloid diff 2 GFP+ MAC1+ %	RSV antiviral HEp-2	Salmonella PhoP GFP	T cell modulator	T cell modulator vesicle-bound %
Cc1ccc(-n2c(=O)c3c(n4cnnc24)-c2ccccc2CC32CCCCC2)cc1	-6%	1	2.2	64	0.9%[50 µM]	4%	i	0.0	0.3%	8%	i	6
CCOC(=O)CCc1c(C)nc2cc(C3CCCN(C(=O)OC(C)(C)C)C3)[nH]n2c1=O (centres undefined)	6%	1.1	3.0	53	9.3%	15%	i	0.3	1.9%	3%	i	58
COc1cscc1C(N)=O	.	.	-1.1	47	.	10%	i	0.8	1.3%	-8%	i	41
CSc1ncccc1C(=O)OCc1ccccc1	11%	1.1	-0.3	40	0.3%	9%	i	0.2	-0.4%	-10%	i	55
CCC(C)NS(=O)(=O)c1ccc(S(=O)(=O)N(CCc2ccc(OC)c(OC)c2)Cc2cccs2)cc1 (centres undefined)	1%	1.4	3.3	57	-3.3%	14%	i	1.0	5.1%	12%	i	45
CCOC(=O)c1c(-c2ccccc2)csc1NC(=O)c1cc(S(=O)(=O)N2CCOCC2)ccc1C	-1%	1.1	0.1	47	-2.8%	11%	i	0.4	6.5%	-12%	i	43
Cc1cccc(OCC(=O)NCC(=O)N/N=C/c2ccc(N(C)C)cc2)c1	5%	.	0.4	58	0.1%	24%	i	0.2	0.8%	2%	i	15
COc1ccc(NS(=O)(=O)c2cc(NC(=O)COc3ccccc3F)ccc2OC)cc1	-1%	.	1.8	65	0.3%[50 µM]	.	i	1.0	5.0%	.	i	50
Cc1ccc(N2C(=O)N(CC(=O)N3CCOCC3)C(=O)C2C)cc1 (centres undefined)	-4%	1	0.3	57	0.6%	14%	i	0.2	1.3%	2%	i	49
CCN(C(=O)c1sc(N)c(C#N)c1C)C1CCCCC1	13%	1.1	-1.3	39	0.2%	14%	i	0.9	4.4%	0%	i	15
CCc1nc2ccc(C(=O)Nc3ccc4c(c3)OCO4)cc2nc1CC	2%	1.1	1.2	64	-0.7%	-3%	i	0.5	?	-4%	i	7
CCCN1CCC(=O)N([C@H](CO)CC(C)C)CC1	6%	.	0.2	89	0.8%	19%	i	1.6	0.8%	-7%	i	37
COc1ccc(C2CC(=O)N3CN(c4ccc(C)c(Cl)c4)CSC3=C2C#N)cc1OC (centres undefined)	5%	1.1	1.1	87	-1.9%	29%&37%	i	1.4	2.4%	2%	i	27
Cc1ccc(-n2[nH]c(C)c(C=Nc3ccc(S(=O)(=O)N4CCOCC4)cc3)c2=O)c(C)c1	.	1.2	-1.9	64	.	1%	.	.	1.4%	-3%	i	39
O=C(Cc1ccccc1)c1c[nH]c(C(=O)NC2CCCC2)c1	15%	1.1	1.0	28	0.1%	-9%	i	0.9	1.2%	-9%	i	45
COC(=O)c1ccccc1NC(=O)CSc1nc2ncccc2[nH]1	7%	1.2	-0.7	71	0.2%	30%	i	0.1	1.5%	1%	i	29
COCCN(C(=O)COC(=O)Cc1coc2cc(C)ccc12)c1c(N)n(Cc2ccccc2)c(=O)[nH]c1=O	12%	.	1.4	59	0.6%[50 µM]	7%	i	0.7	-0.1%	-6%	i	49
NC(=O)c1oc2ccccc2c1NC(=O)C1CC(=O)N(c2ccccc2)C1 (centres undefined)	9%	.	-0.5	53	0.9%[50 µM]	11%	i	0.9	1.1%	10%	i	46
CCc1nnc(NC(=O)CCC2CCCCC2)s1	6%	.	0.4	57	0.3%	16%	i	0.6	.	.	i	56
CC(c1ccon1)N(C)C(=O)c1ccc(OC2CCN(C(=O)C3CC3)CC2)cc1 (centres undefined)	2%	1.1	1.0	67	0.2%	5%	i	0.3	2.7%	-1%	i	62
O=C(O)COc1ccccc1/C=N/NC(=O)c1cc(-c2ccccc2)nc2ccccc12	13%	.	0.1	47	0.5%	11%	i	0.2	0.3%	-2%	i	29
CCCC(=O)N(c1ccc(C(=O)O)cc1)c1nc(-c2ccccc2)c(C)s1	5%	1	-1.5	37	0.3%	7%	i	0.3	1.4%	3%	i	51
S=C(Nc1ccccc1)N1CCCCC1	5%	1.1	2.7	86	1.1%	4%	i	0.8	0.1%	-7%	i	19
Cc1ccc2cc(CN(C)S(C)(=O)=O)c(=O)[nH]c2c1	.	1.2	-2.3	79	.	11%	i	0.3	-0.4%	6%	i	28
CCc1ccccc1N1C(=O)C(Cl)=C(N2CCOCC2)C1=O	16%	.	1.1	50	0.2%	26%	i	0.9	-0.5%	10%	i	54
COc1ccc(C(=O)N2CCN(c3nc4cc(C)ccc4cc3C#N)CC2)c(OC)c1	8%	1.1	-0.3	74	0.2%	1%	i	0.6	21%	-1%	i	41
Cc1ccc2nc(SCC(=O)c3ccc(Cl)cc3)nc(=O)n2c1	1%	.	2.0	73	1.6%[50 µM]	13%	i	0.4	-1.1%	-6%	i	36
CCN(CC)S(=O)(=O)c1cccc(C(=O)NCCc2ccccc2)c1	8%	.	2.7	56	-0.1%	.	i	1.1	4.5%	.	i	18
O=C(CN1CCOCC1)N/N=C/c1cccc2ccccc12	5%	.	-0.4	59	-0.1%	3%	i	1.1	2.1%	1%	i	37
Cc1ccc(C)c(COC(=O)CCN=C2NS(=O)(=O)c3ccccc32)c1	7%	.	-0.4	55	0.6%[50 µM]	7%	i	0.5	0.8%	-1%	i	54
O=C(Nc1ccccc1C(=O)Nc1cccnc1)c1ccccc1	2%	1.1	0.3	30	0.2%	3%	i	0.2	-0.8%	7%	i	53
CC(Oc1ccc(C#N)cc1)C(=O)N1CC=C(c2ccccc2)CC1 (centres undefined)	2%	.	2.1	35	7.9%	.	i	0.9	.	.	i	48
N/C(=N\OCc1ccccc1)c1nonc1N	-24%	1.1	0.5	46	-0.1%	7%	i	1.2	5.7%	-2%	i	3
O=C(O)C/C(=C\c1ccc(Cl)cc1)c1nc2ccccc2o1	.	1.1	-1.7	84	.	14%	i	0.1	-1.6%	1%	i	37
Cc1cc(C)cc(OCC(=O)Nc2ccncc2)c1	9%	.	0.8	62	0.2%	5%	i	0.4	7.6%	-4%	i	39
O=C1C(C2=C(O)c3ccccc3C2=O)=Nc2ccccc21	22%	1	3.7	94	0.0%	24%	+	52*	4.0%	1%	i	36
COC(=O)CNC(=O)c1cc(-c2ccncc2)nc2c(C)c(Cl)ccc12	-3%	1	2.3	60	-0.1%	3%	i	0.6	0.9%	-2%	i	36
CCn1cc(C(=O)OC)c(=O)c2ccc(C)nc21	10%	1.1	-0.1	54	0.3%	-7%	i	0.2	-0.8%	-3%	i	33
O=C(O)c1ccc(CNCc2cccc(Oc3ccccc3)c2)cc1	15%	.	1.2	103	0.0%	6%	i	0.3	-0.3%	-5%	i	39
Cc1cccc(NC(=O)c2ccc(-c3ccccc3[N+](=O)[O-])o2)c1	9%	1	5.7	44	0.0%	.	i	0.0	17%	.	i	5
COc1ccc(CC(=O)N(C)CC(=O)Nc2ccccc2SC)cc1	-1%	.	0.0	53	0.6%	13%	i	2.5	0.4%	-3%	i	28
O/N=C1/CC/C(=N\O)c2nn(-c3ccccc3)nc21	4%	1.1	1.9	86	0.7%	0%	i	1.0	-0.1%	-1%	i	28
CN(C)/C=N/C1=C(C#N)C(c2ccc(Br)cc2)c2ccc3ccccc3c2O1 (centres undefined)	9%	.	3.4	83	0.1%	10%	i	0.3	10%	19%	i	46
CCOc1cc(C)c(S(=O)(=O)Nc2ccc(Cl)cn2)cc1C	-4%	1.1	2.6	91	-0.1%	9%	i	2.0	8.9%	8%	i	31
Cc1ccc(C(=O)NCCSc2ccc(Cl)cc2)cc1S(=O)(=O)Nc1ccccc1	-2%	1.1	9.4	61	-0.7%[50 µM]	4%	i	2.5	-0.7%	4%	i	10
COc1ccc(N2C(=O)CC(N3CCN(S(=O)(=O)c4c(F)cccc4F)CC3)C2=O)cc1OC (centres undefined)	9%	1.1	-1.2	78	0.7%	-3%	i	2.6	0.9%	8%	i	27
CN1CCc2c(C#N)c(N3CCCCC3)nc(NCc3ccccc3)c2C1	10%	1.1	2.1	99	-0.7%	8%	i	1.2	9.4%	3%	i	15
Cc1ccc(S(=O)(=O)N2CCCCC2)cc1NC(=O)c1cnccn1	9%	.	0.3	52	1.5%[50 µM]	.	i	0.3	.	.	.	.
C=CCC[C@@H](Cc1ccc(F)cc1)C(=O)OC[C@@H](Cc1c[nH]c2ccccc12)NC(=O)[C@@H](CC=C)CC(=O)N[C@H](CO)Cc1ccccc1	11%	.	3.9	60	3.2%	.	i	1.6	.	.	i	20
COc1ccc(C(=O)/C=C\c2ccc(NC(=O)c3cccs3)cc2)cc1	4%	1.1	2.6	101	0.2%	-4%	i	1.0	0.8%	-3%	i	50
COc1ccc(C(=O)Nc2cccc(C(=O)N3CCCCC3)c2)cc1	1%	.	-0.9	48	1.1%	7%	i	1.1	3.2%	4%	i	11
Cc1ccc(CN2CCN(Cc3c(C)nn(-c4ccc(F)cc4)c3C)CC2CCO)o1 (centres undefined)	9%	1.1	0.8	59	0.1%	.	i	0.2	-1.0%	.	i	37

Assay outcomes as filed in PubChem.
